Bioassay records as filed in PubChem.
aSyn tox rescue: rescues yeast growth from alpha-synuclein toxicity | S. cerevisiae alpha-synuclein toxicity rescue, BacTiter-Glo growth, 24 h | Potency, µM (titrated, usually from 46.1 µM), for inactives: at the top dose growth rescue (activation), hits mostly activators | hit rate 0.02% among 94,000 | AID 1347070; active means well fitted activation curve with a large enough effect; inconclusive means small, poorly fitted or top-dose-only effect; further: 0% is about no effect
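Growth restoration measured by BacTiter-Glo luminescence after 24 hr at 30 deg C; alpha-synuclein yeast, raffinose-pregrown to mid-log, were added at OD600=0.02 in galactose medium onto pinned compounds.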
Numbers without * were called inactive; ? = inconclusive; & = joins results of further samples; [ ] = remark or other dose. Potency means the concentration at half of the fitted maximal effect.

SMILES | aSyn tox rescue
Cc1ccc(/C=C/C(=O)Nc2ccc(Cl)cc2Cl)cc1 | 7%
Cc1ccc(NC(=O)C2CCCC2)cc1Cl | 0%
COc1ccc(C(=O)C=Cc2ccc(OCc3ccccc3)c(OC)c2)cc1OC | 9%
CCOC(=O)c1ccccc1NC(=O)COC(=O)C1CCN(S(=O)(=O)c2ccccc2C(=O)OC)CC1 | 0%
Cc1cc(C)cc(NC(=O)CCN2C(=O)c3ccccc3C2=O)c1 | -10%
O=C(Oc1ccccc1F)c1ccc2c(=O)n3c(nc2c1)CCC3 | 1%
O=C(Nc1cc(S(=O)(=O)N2CCCCC2)ccc1N1CCOCC1)c1ccc(F)cc1 | -4%
CCCC(=O)Nc1nnc(SCc2cc(=O)n3cccc(C)c3n2)s1 | -1%
CCOC(=O)C1CCN(C(=O)Cn2c(-c3cccs3)cc3cc(Cl)ccc32)CC1 | -6%
Cc1nc2ccc(S(=O)(=O)NC(C(=O)N3CCN(c4ccc(Cl)cc4)CC3)C(C)C)cc2s1 (stereo unspecified) | 6%
O=C(C[C@H]1C(=O)N(CCc2ccccc2)C[C@@H]1c1ccccc1)Nc1ccccc1 | -4%
Oc1ccc(-c2nccc(-c3ccc(Cl)cc3)n2)cc1 | 2%
CC(=O)Nc1cccc(NC(=O)C(=O)NCCc2csc3nc(-c4ccccc4F)nn23)c1 | -3%
COc1ccc(NC(=O)C2=C(C)Nc3ncnn3C2c2ccc(C)o2)cc1 (stereo unspecified) | 7%
CCOc1ccc(NC(=O)c2c(NCc3cccc(OC)c3OC)sc3c2CCC3)cc1 | 0%
O=C(CN(C(=O)c1csnn1)c1ccccc1)NCc1ccc2c(c1)OCO2 | -6%
COc1ccc(NC(=O)CCNS(=O)(=O)c2ccc3c(c2)c(=O)n(C)c(=O)n3C)c(OC)c1 | -3%
CCOc1cc(/C=C/c2cccc[n+]2C)ccc1OCC(=O)Nc1ccc(C)cc1 | -18%
CCOC(=O)c1ccccc1NC(=O)c1c2c(nc3ccccc13)C(=O)N(C1CCCCC1)C2 | 4%
CCOC(=O)N1CCC2(CC1)NC(=O)c1ccccc1N2 | -5%
C[C@@H]1CN([C@H](C)CO)C(=O)CCCn2nncc2CO[C@@H]1CN(C)S(=O)(=O)c1cccs1 | -7%
COc1ccc(CCNc2nc3c(-c4cccc(C)c4)nnn3c3ccccc23)cc1OC | 1%
CC(=O)Nc1ccc(NC(=O)CSc2nc3ccccc3nc2N2CCC(C)CC2)cc1 | 13%&2%
CCOC(=O)c1c(NC(=O)COc2ccc(C)cc2C(C)(C)C)sc2c1CCC(C)C2 (stereo unspecified) | -1%
CCOC(=O)C1CCCN(c2cc(=O)n(-c3ccccc3Cl)c(=O)[nH]2)C1 (stereo unspecified) | 4%
O=C(Nc1c(-c2ccccc2)nc2ccccn12)c1cccs1 | 5%
CCCC(=O)NC(C)c1nc2ccccc2n1C(C)C (stereo unspecified) | 0%
O=C(CSc1cn(CCNC(=O)c2ccccc2F)c2ccccc12)Nc1ccccc1F | 2%
Cc1noc(C)c1COc1ccc(C(=O)Nc2ncccc2O)cc1 | -2%
O=c1nc(Nc2ccc(OCc3ccccc3)cc2)sc2ncccc12 | 4%
COc1ccc(Cl)cc1NC(=O)NNC(=O)C(=O)Nc1ccc(F)cc1 | -1%
COc1cccc(-n2nnc(-c3nc(-c4cccs4)no3)c2N)c1 | 2%
CC(C)(C)c1ccc(CSc2nc3c(c(=O)[nH]2)CCCC3)cc1 | -2%
CC(=O)Nc1ccc2nc(SCCOc3ccccc3Cl)sc2c1 | 17%
CCOc1ccc(NC(=O)CNC(=O)c2cccs2)cc1 | -7%
O=C(CSc1nc2c(cnn2-c2ccc(F)cc2)c(=O)[nH]1)Nc1ccccc1C(F)(F)F | -1%
Cn1c(C(=O)NCc2ccccc2F)cc2oc3ccccc3c21 | 2%
Cc1ccccc1CN1CCC(CNC(=O)c2c(C)oc3ncnc(N4CCCCC4)c23)CC1 | -11%
COc1ccc(CNC(=O)N2CCN(c3ccccc3OC)CC2)cc1 | 1%
O=C(c1cnc(N2CCCCC2)c2ccccc12)N1CCN(c2ccc(F)cc2)CC1 | 9%
CN(C)C(/C=C/Nc1ccc([N+](=O)[O-])cc1)=C(C#N)C#N | 2%
Cc1ccc2nc(-c3ccccc3O)c(Nc3ccccc3C)n2c1 | -3%
CC1CC(C)CN(c2nc3c(c(=O)n(C)c(=O)n3C)n2CCSc2nc3ccccc3o2)C1 (stereo unspecified) | 7%
CCc1ccc2occ(CC(=O)Nc3c(C(=O)c4ccccc4)oc4ccccc34)c2c1 | 2%
CC(C)CCn1c(SCc2cccc(F)c2)nc2ccsc2c1=O | 4%
COc1ccc(N2CCN(C(=O)CCNS(=O)(=O)c3ccccc3)CC2)cc1 | -28%
COc1cc(NC(=O)COC(=O)/C=C/c2ccc(O)c(OC)c2)cc(OC)c1 | -5%
O=C(CSCCN1C(=O)c2ccccc2C1=O)Nc1ccc2ccccc2c1 | 2%
Cc1ccc([C@@H]2C[C@H]3[C@@H](CN2S(=O)(=O)c2ccc(Cl)cc2)C(=O)C[C@@H](c2cccc4ccccc24)N3S(=O)(=O)c2ccc(C)cc2)cc1 | -2%
O=C(c1ccc(N2CCOCC2)c([N+](=O)[O-])c1)N1CCN(Cc2ccccc2)CC1 | -5%

Carrying on:
SMILES | aSyn tox rescue
CC(=O)c1c(C)oc2c1cc(NS(=O)(=O)c1ccc(C(C)(C)C)cc1)c1ccccc12 | 14%
COc1ccc(-c2csc(NC(=O)c3ccccc3NS(=O)(=O)c3ccc(F)c(F)c3)n2)cc1 | -57%[inhibitor]
CCN1CCN(C(c2cccs2)C(C)NC(=S)Nc2cccc(C)c2C)CC1 (stereo unspecified) | -1%
N#Cc1ccsc1NC(=O)C1CCN(S(=O)(=O)c2cccs2)CC1 | 8%
COc1ccc(N(C(=O)COc2c(C)cccc2C)S(=O)(=O)c2ccc(Cl)cc2)cc1 | 8%
CCc1ccc(NC(=O)CSC2=Nc3ccccc3C3=NC(CC(=O)NCc4cccs4)C(=O)N23)cc1 (stereo unspecified) | 0%
Cc1ccc(C)c(NC(=O)C(Cc2ccccc2)N2Cc3ccccc3C2=O)c1 (stereo unspecified) | -17%
COc1cc(/C=N/NC(=O)C(C)Nc2n[nH]c(=O)[nH]c2=O)ccc1O (stereo unspecified) | -3%
O=C(NCC1CCCO1)c1ccc(CS(=O)(=O)c2c(Cl)cccc2Cl)o1 (stereo unspecified) | -2%
CC(NC(=O)c1cc(=O)[nH]c2ccccc12)c1ccccc1 (stereo unspecified) | -4%
CCC1CCCCN1CCCNC(=O)c1ccc2c(c1)N(Cc1ccccc1F)C(=O)c1ccccc1S2(=O)=O (stereo unspecified) | -2%
CC(=O)c1ccc(NS(=O)(=O)c2cc3[nH]c(=O)c(=O)[nH]c3cc2C)cc1 | -1%
CCCc1c(C(=O)N/N=C/c2ccc3c(c2)OCO3)nnn1-c1nonc1N | 1%
COc1ccc(N2CCN(CCCNC(=O)C3COc4ccccc4C3)CC2)cc1 (stereo unspecified) | -10%
COc1ccc(Cc2nnc(SC(C)C(=O)Nc3ccc(F)cc3Cl)o2)cc1 (stereo unspecified) | 6%
O=C(c1cccc(C(F)(F)F)c1)C1CCCN(Cc2ccc(OCCO)cc2)C1 (stereo unspecified) | 4%
O=C(N/N=C(\Cc1ncc[nH]1)c1ccccc1)c1cccnc1 | -4%
CC(=O)CSc1nc(-c2ccccc2)[nH]c1S(=O)(=O)c1ccc(C)cc1 | 2%
CCc1nc(SCC(N)=O)c2c(=O)n(C)c(=O)n(C)c2n1 | 5%
O=C(NC1CC(=O)N(c2ccccc2)C1)c1ccco1 (stereo unspecified) | 4%
COc1ccccc1Cc1nc2ccccc2nc1SCC(=O)Nc1cc(Cl)ccc1OC | -3%
Cn1nc(C(=O)N2CCN(c3ccccc3)CC2)c2c1-c1ccccc1S(=O)(=O)C2 | 4%
CCN(CC)c1cc(NC2CCCCC2)c2c3c(onc13)-c1ccccc1C2=O | -15%
CCCCCn1c(=O)[nH]c2cc(C(=O)N3CCN(c4cccc(Cl)c4)CC3)ccc2c1=O | 5%
COC(=O)C1=C(CS(=O)(=O)c2ccc(C)cc2C)NC(=O)NC1c1ccc(C)cc1 (stereo unspecified) | -7%
Cc1ccnc(NC(=O)c2ccc(OCC3CCCO3)cc2)c1 (stereo unspecified) | -28%
COc1cccc(NC(=O)c2nc(SC)ncc2Cl)c1 | -5%
CCNC(=O)c1ccc(NC(=O)N2CCCCc3ccccc32)cc1 | 3%
CCc1ccc(-n2c(=O)c3ccc(C(=O)NCCc4ccccc4)cc3n(Cc3ccccc3C#N)c2=O)cc1 | 2%
COc1ncnc2c1ncn2CCCNCc1ccccc1 | 4%

Arranged by formula weight (ascending): some entries from above.
SMILES | aSyn tox rescue
O=C(NC1CC(=O)N(c2ccccc2)C1)c1ccco1 (stereo unspecified) | 4%
O=C(N/N=C(\Cc1ncc[nH]1)c1ccccc1)c1cccnc1 | -4%
CCc1nc(SCC(N)=O)c2c(=O)n(C)c(=O)n(C)c2n1 | 5%
COc1cccc(NC(=O)c2nc(SC)ncc2Cl)c1 | -5%
Cc1ccnc(NC(=O)c2ccc(OCC3CCCO3)cc2)c1 (stereo unspecified) | -28%
CCNC(=O)c1ccc(NC(=O)N2CCCCc3ccccc32)cc1 | 3%
CC(=O)c1ccc(NS(=O)(=O)c2cc3[nH]c(=O)c(=O)[nH]c3cc2C)cc1 | -1%
CCCc1c(C(=O)N/N=C/c2ccc3c(c2)OCO3)nnn1-c1nonc1N | 1%
CC(=O)CSc1nc(-c2ccccc2)[nH]c1S(=O)(=O)c1ccc(C)cc1 | 2%
CCN(CC)c1cc(NC2CCCCC2)c2c3c(onc13)-c1ccccc1C2=O | -15%
O=C(c1cccc(C(F)(F)F)c1)C1CCCN(Cc2ccc(OCCO)cc2)C1 (stereo unspecified) | 4%
COc1ccc(N2CCN(CCCNC(=O)C3COc4ccccc4C3)CC2)cc1 (stereo unspecified) | -10%
COc1ccc(Cc2nnc(SC(C)C(=O)Nc3ccc(F)cc3Cl)o2)cc1 (stereo unspecified) | 6%
Cn1nc(C(=O)N2CCN(c3ccccc3)CC2)c2c1-c1ccccc1S(=O)(=O)C2 | 4%
COc1ccccc1Cc1nc2ccccc2nc1SCC(=O)Nc1cc(Cl)ccc1OC | -3%
CCc1ccc(-n2c(=O)c3ccc(C(=O)NCCc4ccccc4)cc3n(Cc3ccccc3C#N)c2=O)cc1 | 2%
CCC1CCCCN1CCCNC(=O)c1ccc2c(c1)N(Cc1ccccc1F)C(=O)c1ccccc1S2(=O)=O (stereo unspecified) | -2%

Other structures
SMILES | aSyn tox rescue
Cc1ccc(N(CC(=O)N2CCN(c3ccccc3F)CC2)S(=O)(=O)c2c(C)noc2C)cc1 | 1%
O=C(NCCc1cccs1)c1ccc(Cn2c(SCc3ccc(F)cc3)nc3cccnc32)cc1 | 3%
COc1ccc(/C=C/c2nc(C#N)c(NC3CCCCC3)o2)cc1OC | 1%
C[C@@H]1CN([C@H](C)CO)C(=O)CCCn2nncc2CO[C@@H]1CN(C)C(=O)C1CC1 | 5%
CCCSc1nnc2c(n1)OC(CC)N(C(C)=O)c1ccccc1-2 (stereo unspecified) | 2%
O=C1CSC2(C(=O)N(Cc3c(F)cccc3Cl)c3ccccc32)N1c1ccc(F)c(F)c1 (stereo unspecified) | -8%
O=C(NCCC1CCCCN1S(=O)(=O)c1ccc(Cl)cc1)C(=O)NCCN1CCOCC1 (stereo unspecified) | 14%
O=C(Nc1ccc(Nc2ccccc2)cc1)c1c(Cl)cccc1Cl | -16%
O=C(CCC(=O)N1CCOc2ccc(Cl)cc21)NCCCN1CCC(Cc2ccccc2)CC1 | -4%
CCCc1cc(=O)oc2c3c(ccc12)OCN(Cc1ccccc1OC)C3 | -2%
CC(C)=CCN1CCN(Cc2cn[nH]c2C2CCCCC2)CC1CCO (stereo unspecified) | 2%
CCOc1cc(C#N)c(NC(=O)c2cccc(S(=O)(=O)N3CCOCC3)c2)cc1OCC | 2%
Cc1nc2ccccc2c(=O)n1/N=C/c1cn[nH]c1-c1ccccc1 | -1%
Cc1cn(C)c(CC(=O)NCc2ccccc2Cl)c1C(=O)O | 3%
CCN(CC)CCCNC(=O)Cc1ccc(NC(=O)N2CCCCc3ccccc32)cc1 | 7%
COc1ccccc1C(=O)NC1(C(F)(F)F)C(=O)Nc2c1c(=O)[nH]c(=O)n2-c1ccc(F)cc1 (stereo unspecified) | -6%
COc1cc(NC(=O)CSc2ncc(S(=O)(=O)c3ccc(Br)cc3)c(=O)[nH]2)cc(OC)c1 | -5%
Cc1cc(C)c(NC(=O)CCc2c(C)nc3c(c(C)nn3C(C)(C)C)c2C)c(C)c1 | 3%
COc1ccc(OCCn2c(C)nc3ccccc32)cc1 | 1%
CCOC(=O)c1ccc(NC(=S)N2CCCC(C)C2)cc1 (stereo unspecified) | -10%
CCN(CC)CCCNC(=O)Cn1ncc2c(=O)oc3ccc(C)cc3c21 | -5%
CCOC(=O)CC(NC(=O)C1c2ccccc2Oc2ccccc21)c1ccccc1Cl (stereo unspecified) | -11%
Cc1ccc2c(c1)c(=O)c(C(=O)c1ccc3c(c1)OCO3)cn2Cc1cccc(F)c1 | 5%
O=C(CSc1nccn1-c1cccc(Cl)c1)Nc1ccc2c(c1)OCO2 | ?
COc1ccc(NC(=O)CSc2oc(-c3ccco3)nc2S(=O)(=O)c2ccccc2)c(OC)c1 | -6%
Cc1cc(C(C)(C)C)cc(C)c1S(=O)(=O)N1CC(=O)Nc2ccccc21 | -4%
CS(=O)(=O)N1CCN(c2ccccc2[N+](=O)[O-])CC1 | 1%

These rows are one share of the data (hit frequency here may not be typical).
